Source: PubChem
GPR151 ag – human GPR151 activation; PathHunter beta-arrestin GPR151 cells, luminescence; AID 1508602; 1% of 650,000 active; activation, % at 11.2 µM; in the data active means activation above about 4.9%;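 further: 0% = median of compound wells and 100% = cells with positive control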
Target sequence (Q8TDV0 whole entry, looked up): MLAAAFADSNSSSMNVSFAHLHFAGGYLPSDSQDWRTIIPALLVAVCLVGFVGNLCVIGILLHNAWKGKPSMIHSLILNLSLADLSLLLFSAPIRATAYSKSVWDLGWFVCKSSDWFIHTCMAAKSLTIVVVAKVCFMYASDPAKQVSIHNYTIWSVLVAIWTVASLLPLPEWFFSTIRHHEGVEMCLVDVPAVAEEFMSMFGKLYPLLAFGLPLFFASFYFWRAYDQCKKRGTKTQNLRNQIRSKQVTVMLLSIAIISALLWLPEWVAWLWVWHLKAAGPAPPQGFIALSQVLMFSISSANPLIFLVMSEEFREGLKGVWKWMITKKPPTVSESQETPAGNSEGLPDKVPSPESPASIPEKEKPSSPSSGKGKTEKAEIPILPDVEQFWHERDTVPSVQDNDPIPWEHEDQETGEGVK
FBW7 act – activators of human E3 ligase FBW7 | AlphaScreen FBW7–phospho-cyclin E peptide binding, activator screen | 0.13% of 650,000 active | normalized activity (activation), % at 26.1 µM | Q969H0; in the data active means normalized activity above about 1.9%;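 further: purified mutant Fbw7 with reduced substrate affinity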
TEAD-YAP inh – TEAD-YAP interaction inhibition | HEK-TIYL cells, TEAD-Gal4/YAP UAS-luciferase luminescence | inhibition, % at 9.12 µM | 1.4% of 640,000 active; in the data active means inhibition above about 32%;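 further: 0% = median of test compound wells and 100% = reference inhibitor wells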
MITF primary – inhibitors of human MITF. O75030. AlphaScreen MITF homodimerization, bead proximity signal. inhibition, % at 2.6 µM. 0.91% of 650,000 active. AID 1259374; in the data active means inhibition above about 50%;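 further: 0% = vehicle wells with protein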
Target sequence (O75030 whole entry, looked up): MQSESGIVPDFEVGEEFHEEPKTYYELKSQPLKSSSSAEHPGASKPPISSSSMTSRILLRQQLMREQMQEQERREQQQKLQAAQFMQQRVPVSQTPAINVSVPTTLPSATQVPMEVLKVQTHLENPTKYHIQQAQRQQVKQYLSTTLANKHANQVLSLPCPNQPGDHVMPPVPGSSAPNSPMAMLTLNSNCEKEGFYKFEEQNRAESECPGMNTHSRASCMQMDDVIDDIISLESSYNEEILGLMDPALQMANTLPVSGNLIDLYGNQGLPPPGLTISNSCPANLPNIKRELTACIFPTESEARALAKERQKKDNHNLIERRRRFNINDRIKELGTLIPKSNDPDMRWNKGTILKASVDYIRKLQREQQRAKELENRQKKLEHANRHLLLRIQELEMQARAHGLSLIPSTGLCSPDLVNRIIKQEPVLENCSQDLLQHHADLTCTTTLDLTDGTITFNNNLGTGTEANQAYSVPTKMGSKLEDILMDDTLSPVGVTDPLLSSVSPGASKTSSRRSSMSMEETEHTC
Numbers without * were called inactive; & = joins results of further samples.

Below each compound: GPR151 ag	FBW7 act	TEAD-YAP inh	MITF primary
C=CCn1c(NCc2ccc(C)o2)nc2ccccc21
 : 1.8	0.1	-4	10
O=C(Nc1cc(C(F)(F)F)ccc1N1CCOCC1)c1cccnc1
 : 0.3	-0.2	13	-10
Cc1ccc(-n2cc(-c3ccccc3)c3c(NCc4ccc5c(c4)OCO5)ncnc32)cc1Cl
 : 0.1	0.4	-2	7
CC(=O)Oc1ccc2c(-c3ccccc3)cc(=O)oc2c1
 : -0.3	0.1	8	5
OC(COc1cccc(Cl)c1)Cn1c(C(F)(F)F)nc2ccccc21 (stereo not drawn)
 : -0.1	0.1	-7	-20
CCc1cn[nH]c1C1CCN(C(=O)c2cccnc2OC)CC1
 : -1.2	0.1	0	14
Cc1ncc(-c2ccc(F)cc2)c(C2CCCN(C(=O)CSc3ncccn3)C2)n1 (stereo not drawn)
 : 1.1	0.1	-1	-5
Cc1nc(C(N)=O)c(N)n1C
 : 0.6	0.3	7	-1
O=C(Nc1cc(Cl)ccc1C(=O)O)c1ccccc1Br
 : -0.8	0.6	8	14
COCCOC(=O)C1=C(C)NC2=C(C(=O)CC(c3ccccc3)C2)C1c1ccc(OCc2ccccc2)c(OC)c1 (stereo not drawn)
 : 0.2	0.2	-6	1
COc1cccc(CN2CCN(Cc3cc(OC)c(OC)c(OC)c3)CC2)c1OC
 : -0.8	0.0	4	62*
CC(C)(C)OC(=O)Cn1c(=O)cnc2ccccc21
 : -0.6	0.0	-9	-6
CC12CCC(C(=O)N(c3cccc(Cl)c3)C1=O)C2(C)C (stereo not drawn)
 : -1.0	1.0	-3	16
Nc1ccc2nc(SCC(=O)N3CCN(Cc4ccccc4)CC3)sc2c1
 : -0.5	-0.2	11	42
Cc1nc(SCCN2C(=O)c3ccccc3C2=O)c2c3c(sc2n1)CCC3
 : 0.5	0.2	-1	13
CCN1C(=O)/C(=C\c2cc(OC)ccc2OC)C(=O)NC1=S
 : 3.0	-0.3	3	13
COc1ccc(/C=N/n2c(C(F)(F)F)n[nH]c2=S)cc1OC
 : 1.0	0.2	-8	1
COc1ccc(CSc2ccc(C(=O)Nc3ccc(C)c(F)c3)cc2[N+](=O)[O-])cc1
 : 0.4	-0.1	-5	20
O=C(NCC(c1ccco1)N1CCN(c2ccc(F)cc2)CC1)C(=O)NC1CCCCC1 (stereo not drawn)
 : 1.5	0.2	0	18
CC(C)CCNC(=O)CN(C(=O)CCC(=O)Nc1ccccn1)c1ccc(F)cc1
 : -0.1	-0.1	1	0
COc1ccc(CC(=O)N2CCc3c(nc(N4CCCC4)[nH]c3=O)C2)cc1
 : 0.5	0.1	-9	0
CCC(=O)Nc1nnc(S(=O)(=O)N(C)c2ccc(C)cc2)s1
 : -1.0	0.1	-1	-7
CN1CCN(c2ccc(-c3nc(C(=O)NCc4ccccc4)cs3)cc2)CC1
 : -1.1	-0.2	-2	0
COc1cccc(C(=O)Nc2sc3c(c2C(N)=O)CCCCC3)c1OC
 : 0.3	0.1	-18	10
O=C(CN1C(=O)C2C3CCC(C3)C2C1=O)Nc1ccccc1C(=O)O (stereo not drawn)
 : -0.3	-0.2	-7	-7
COc1ccc(OC)c(NC(=O)c2cc3cc([N+](=O)[O-])cc(OC)c3oc2=O)c1
 : -0.3	0.2	5	6
O=C1OC(c2cccc3ccccc23)=N/C1=C/c1ccc(Cl)cc1Cl
 : 1.1	-0.1	-7	4
C/C(=N\Nc1ncnc(N)c1[N+](=O)[O-])c1ccc(Cl)cc1
 : -0.3	-0.2	-30	16
CCc1ccc(N2C(=O)c3sc4nnc(C)c(=O)n4c3C2=O)cc1
 : 1.4	-0.1	9	12
COC(=O)c1cc(NS(=O)(=O)c2ccc(Cl)cc2)ccc1Cl
 : 1.9	0.0	5	11

Continued, overlapping the part above by five compounds.
Below each compound: GPR151 ag	FBW7 act	TEAD-YAP inh	MITF primary
COc1ccc(OC)c(NC(=O)c2cc3cc([N+](=O)[O-])cc(OC)c3oc2=O)c1
 : -0.3	0.2	5	6
O=C1OC(c2cccc3ccccc23)=N/C1=C/c1ccc(Cl)cc1Cl
 : 1.1	-0.1	-7	4
C/C(=N\Nc1ncnc(N)c1[N+](=O)[O-])c1ccc(Cl)cc1
 : -0.3	-0.2	-30	16
CCc1ccc(N2C(=O)c3sc4nnc(C)c(=O)n4c3C2=O)cc1
 : 1.4	-0.1	9	12
COC(=O)c1cc(NS(=O)(=O)c2ccc(Cl)cc2)ccc1Cl
 : 1.9	0.0	5	11
O=C(O)/C=C/C(=O)NN1C(=O)c2ccccc2C1=O
 : 0.5	0.0	-1	-1
CCN(CC)S(=O)(=O)c1nnc(NC(=O)COc2ccc(F)cc2)s1
 : -1.3	0.6	-4	-8
CCC(=O)Nc1ccc(C(=O)COc2ccc(C(C)=O)cc2OC)cc1
 : -1.0	-0.1	-2	-6
COc1ccc(CNC(=O)C(C(=O)c2ccc(F)cc2)n2cc(C)ccc2=O)cc1 (stereo not drawn)
 : 1.8	0.0	8	2
CCCCOc1ccc(C(=O)NCC2COC3(CCCCC3)O2)cc1 (stereo not drawn)
 : 1.0	0.0	-3	-7
O=C(Nc1cccc(Br)c1)c1ccccc1I
 : 1.4	0.1	-21	-2
COc1cccc(C(=O)Oc2cccc(/C=C3/C(=N)N4C=CSC4=NC3=O)c2)c1
 : -1.8	0.0	3	19
CC1CCC(NC(=O)C2CCC(CNc3c(N4CCCCC4)c(=O)c3=O)CC2)CC1 (stereo not drawn)
 : -0.4	0.1	-12	1
Cc1ccc(C(=O)COC(=O)c2ccc3nc(-c4ccccc4)c(-c4ccccc4)nc3c2)cc1[N+](=O)[O-]
 : 0.9	0.1	-11	-2
CCOc1cc(/C=N/n2cnnc2)ccc1OCC(=O)Nc1ccccc1OC
 : -0.7	0.4	6	5
O=C(CCSc1ccc([N+](=O)[O-])cc1Cl)N1CCCC1
 : -0.4	0.0	-2	17
Cc1ccc(C2C3=C(CC(c4ccccc4)CC3=O)Nc3ccccc3N2C(=O)CCC(=O)O)cc1 (stereo not drawn)
 : -0.3	0.1	-5	8
COCCn1c(SCC(=O)Nc2ccc(C)cc2C)nnc1C(C)C
 : 0.0	0.1	23	5
CC(=O)C(Sc1nn2c(=O)c(C)nnc2s1)C(C)=O
 : 0.5	-1.4	2	17
CCc1ccccc1NC1=NCC(=O)N1c1ccccc1F
 : -0.8	0.2	1	5
O=C1CCCN1CCn1cnc2c(NCc3ccccc3)nc(Nc3ccc4ncccc4c3)nc21
 : -1.4	-0.1	10	3
Nc1ccccc1Nc1ccncc1[N+](=O)[O-]
 : 1.7	0.0	13	0
Cc1ccc(NC(=O)CN2CCN(S(=O)(=O)c3ccc(Cl)cc3)CC2)cc1F
 : 0.9	0.2	0	11
CN(C)S(=O)(=O)N1CCN(c2cc(-n3cccn3)ncn2)CC1
 : -2.9	-0.3	-31	3
CCOC(=O)c1nnn(CC(=O)Nc2ccccc2C)c1C(=O)OCC
 : 0.0	0.6	1	11
Cc1nccn1CCCNCc1c(C(=O)N2C[C@@H](C)O[C@@H](C)C2)nc2ccc(Cl)cn12
 : 0.0	0.0	-2	1
CCOC(=O)N1CCC(NC(=O)CCc2c(C)nc3cc(-c4ccccc4)nn3c2C)CC1
 : 0.5	-0.1	-3	-11
CC(=O)Oc1ccc(C)cc1-n1nc2ccccc2n1
 : -5.5	0.1	-27	-4
CCc1ccc(NC(=O)CSc2nc3ccccc3c(=O)n2CCN2CCOCC2)cc1
 : 0.9	-0.1	0	9
Cc1ccc(C)c2nc3sc(C(=O)N4CCCCC4)c(N)c3cc12
 : -0.5	0.0	-20	-9
CN(C)S(=O)(=O)c1ccc(NC(=O)c2ccc(C(C)(C)C)cc2)cc1
 : 0.1	0.2	18	8
CCC(c1nnnn1Cc1ccc(OC)cc1)N1CCN(C(=O)c2ccco2)CC1 (stereo not drawn)
 : 1.5	0.0	1	4
CCC(=O)Nc1ccc2nc(SCC(=O)Nc3ccc(OC)cc3[N+](=O)[O-])sc2c1
 : -1.8	0.2	20	2
Cc1cc2ccccc2c(=O)n1CC(=O)N1CCC(Cc2ccccc2)CC1
 : -0.2	-0.1	-5	5
O=C(Nc1ccc(-c2ccco2)cc1)C1CCCN(C(=O)c2ccccc2-n2cccn2)C1 (stereo not drawn)
 : -0.4	-0.1	-10	-5
CCOC(=O)C1(CCCc2ccccc2)CCN(C(=O)c2ccc[n+]([O-])c2)CC1
 : 1.1	-0.1	-9	-3
COc1ccccc1NC(=O)NC1(C(=O)N2CCCC2)CCCCC1
 : 0.4	0.1	3	10
CCOc1ccccc1NC(=O)c1cccnc1
 : 0.4	-0.1	3	-5
C=CCn1c2ccccc2c2nnc(SCC(=O)Nc3ccccn3)nc21
 : -1.8	0.5	12	6
O=C(NC1CCCCC1)NC1CC2CCC(C1)N2C(=O)NC1CCCCC1 (stereo not drawn)
 : -0.1	0.0	0	6
COC(CNC(=O)C(=O)NCC1OCCN1S(=O)(=O)c1ccc(F)cc1)OC (stereo not drawn)
 : -1.2	0.2	-4	3
O=C1CN(C(=O)c2ccc(Cc3ccccc3)cc2)c2ccccc2N1
 : 0.0	0.1	3	6
C=CCN1CCN(c2c(Cl)cccc2NC(=O)c2cccc(F)c2)CC1
 : -0.6	0.2	1	-8
COc1ccc(C(=O)N/N=C\c2ccc(Br)cc2)cc1OC
 : -0.9	-0.2	40*	-1
Cc1ccc(-n2c(/C=C/c3c(C)n(C)c4ccccc34)nc3ccc(I)cc3c2=O)cc1
 : 0.0	0.0	11	6
CCOc1ccc(/C=C(\NC(C)=O)C(=O)O)cc1
 : -1.0	0.0	-7	-6
Cn1cc(-c2ccsc2-c2ccnc(Nc3ccc(N4CCOCC4)cc3)c2)cn1
 : 2.3	-0.2	3	5
CSc1nc2ccc(NC(=O)c3nc4nc(C)cc(C)n4n3)cc2s1
 : -0.9	0.2	2	12
CCOc1cc([N+](=O)[O-])cc(/C=N/NC(=O)c2ccc3c(c2)OCO3)c1O
 : -1.1	0.0	-8	4
COc1cc(SC)ccc1C(=O)Nc1ccccc1N1CCOCC1
 : -1.0	0.2	8	17
Cc1csc2ncc(C(=O)Nc3ccccc3)c(=O)n12
 : 0.9	-0.1	-20	-11
CC1(C)CC(=O)NC=C(c2ccccc2)C1
 : 2.3	-0.1	-8	-5
Cc1cc(NC(=O)Nc2ccc3c(ccn3C)c2)sn1
 : -1.5&-0.1	-0.1&0.1	-41	4&12
Clc1cc(Cl)c2c(c1)C1C=CCC1C(c1ccc(Br)cc1)N2 (stereo not drawn)
 : 0.1	0.1	1	-2
Cc1ccc(NCC(=O)N/N=C\c2ccc([N+](=O)[O-])s2)cc1
 : -0.6	-0.1	5	4
Cn1c(NC(=O)COc2ccc3ccccc3c2)cc(=O)n(C)c1=O
 : 1.1	0.4	10	7
Cc1ccc2nc(N3CCN(C)CC3)c3nnnn3c2c1
 : -0.6	0.1	-14	5
N#Cc1ccc(SCc2ccccc2)cc1SCc1ccccc1
 : -0.3	0.3	10	1
O=C(Cn1cnc2scc(-c3ccc(Br)cc3)c2c1=O)Nc1ccccc1
 : -0.2	0.1	6	-27
Cc1cc(C)nc(N(C)S(=O)(=O)c2ccc(N)cc2)n1
 : -1.6	0.1	3	42
CCn1cc(SCC(=O)Nc2ccc(C)cc2C)c2ccccc21
 : -0.2	0.0	3	3
COc1ccc(C(=O)Nc2cc([N+](=O)[O-])ccc2Cl)cc1Cl
 : 1.7	0.1	0	0
Cc1cc(C)n(C(=O)c2cccc([N+](=O)[O-])c2C)n1
 : 0.8	0.0	2	-8
CCC(CC)NC(=O)c1cc([N+](=O)[O-])ccc1Cl
 : 1.4	0.4	22	9
CCC(=O)N1c2ccc(S(=O)(=O)NC3CCCCC3)cc2CC1C (stereo not drawn)
 : 0.3	-0.1	3	1

The list continues.
Below each compound: GPR151 ag	FBW7 act	TEAD-YAP inh	MITF primary
CCOC(=O)c1ccc(NC(=O)CN2C(=O)c3cccc4cccc2c34)cc1
 : -0.2	0.1	2	14
O=C(c1ccc(S(=O)(=O)c2ccc(F)cc2)c([N+](=O)[O-])c1)N1CCN(c2ccccc2)CC1
 : -0.4	-0.1	10	-8
CCCCCCCCCCCCCCCC(=O)OC[C@H](O)[C@H]1OC(=O)C(=O)C1O (stereo partly drawn)
 : -1.7	0.1	24	81*
CC1=C(C(=O)OCc2ccccc2)C(c2ccc(C)o2)C2=C(CC(c3cccs3)CC2=O)N1 (stereo not drawn)
 : -1.2	0.0	13	-4
COc1cc(C(=O)Nc2c3c(nn2-c2ccccc2)CSC3)cc(OC)c1OC
 : 0.7	0.5	8	15
CC12C=CC(CO)(O1)C1C(=O)N(c3ccc(F)cc3)C(=O)C12 (stereo not drawn)
 : 0.9	0.1	5	-5
O=C(Nc1ccccc1)C(=O)NC1CCCCCC1
 : -0.4	0.0	-48	7
COCCn1c(C(=O)Nc2ccc(C(C)C)cc2)cc2c(=O)n(C)c(=O)n(C)c21
 : -0.6	0.2	-8	0
CNC(=S)N1CCC(NC(=O)c2ccccc2F)CC1
 : 1.3	-0.1	-7	-6
CS(=O)(=O)c1ccc2nc(NC(=O)Cc3ccc(Br)cc3)sc2c1
 : -0.8	-0.1	10	5
CC(=O)NC(CC(=O)OCC(=O)Nc1ccc(-c2ccccc2)cc1)c1ccccc1 (stereo not drawn)
 : 1.0	0.1	5	9

An excerpt from above, showing only GPR151 ag, TEAD-YAP inh and FBW7 act:
SMILES	GPR151 ag	TEAD-YAP inh	FBW7 act
Cc1ccc(-n2cc(-c3ccccc3)c3c(NCc4ccc5c(c4)OCO5)ncnc32)cc1Cl	0.1	-2	0.4
COc1ccc(CNC(=O)C(C(=O)c2ccc(F)cc2)n2cc(C)ccc2=O)cc1 (stereo not drawn)	1.8	8	0.0
COc1ccc(C(=O)N/N=C\c2ccc(Br)cc2)cc1OC	-0.9	40*	-0.2
